Bioassay records: PubChem, National Center for Advancing Translational Sciences (NCATS)
TRHR ag – qHTS for Small Molecule Agonists and Allosteric Enhancers of Human TRH Receptor: Primary Screen for Agonists | Thyrotropin-releasing hormone receptor (Homo sapiens), P34981 | TRHR cells, calcium flux fluo-8, FDSS agonist mode | activation, % at 2 µM | actives 0.18% (n = 360,000) | AID 493084, 2011; in the data active = activation above about 30%; note: 0% is about no effect
Target sequence (P34981 whole entry, looked up): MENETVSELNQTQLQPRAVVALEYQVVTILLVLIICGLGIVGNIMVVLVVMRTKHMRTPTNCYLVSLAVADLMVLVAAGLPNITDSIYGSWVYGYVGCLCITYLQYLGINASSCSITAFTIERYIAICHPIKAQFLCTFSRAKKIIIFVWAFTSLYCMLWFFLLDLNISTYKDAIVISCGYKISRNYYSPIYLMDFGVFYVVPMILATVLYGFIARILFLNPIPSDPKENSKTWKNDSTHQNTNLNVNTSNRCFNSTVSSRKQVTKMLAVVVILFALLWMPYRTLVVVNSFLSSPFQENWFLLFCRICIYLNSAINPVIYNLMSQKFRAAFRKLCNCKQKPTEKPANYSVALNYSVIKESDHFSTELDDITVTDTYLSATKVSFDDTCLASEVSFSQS
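Fluo-8-loaded TRHR cells; 10 s baseline, compound added, kinetic Ca2+ fluorescence read 1/s, agonist mode.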
mIDH1 inhibitor – qHTS for Inhibitors of mutant isocitrate dehydrogenase 1 (IDH1): qHTS; Isocitrate dehydrogenase [NADP] cytoplasmic (Homo sapiens), O75874; IDH1-R132H enzyme, NADPH consumption, diaphorase/resazurin fluorescence; Potency, µM (doses to about 76.6 µM), without a hit: at the highest dose activity change, negative = inhibition, most hits filed as inhibitors; actives 0.093% (n = 390,000); note: potency is the fitted concentration of half-maximal effect; % is set by controls: 0 for no effect and ±100 for the full control effect; nearly all actives have a fitted effect of over 65% in size
Target sequence (O75874 whole entry R132H, stated change not applied): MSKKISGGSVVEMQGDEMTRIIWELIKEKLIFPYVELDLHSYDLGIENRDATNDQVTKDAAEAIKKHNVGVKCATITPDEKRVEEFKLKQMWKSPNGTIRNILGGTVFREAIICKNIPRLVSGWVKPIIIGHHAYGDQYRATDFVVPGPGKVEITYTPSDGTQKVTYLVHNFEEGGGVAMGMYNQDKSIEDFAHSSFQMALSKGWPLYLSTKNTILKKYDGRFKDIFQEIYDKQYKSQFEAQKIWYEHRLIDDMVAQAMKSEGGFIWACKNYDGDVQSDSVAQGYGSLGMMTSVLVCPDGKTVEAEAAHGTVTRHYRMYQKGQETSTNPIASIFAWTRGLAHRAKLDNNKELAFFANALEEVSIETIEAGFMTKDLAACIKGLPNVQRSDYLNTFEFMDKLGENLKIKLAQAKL
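IDH1-R132H (0.5 ug/mL dispensed) in pH 7.5 Tris buffer was preincubated 30 min with compound, then given a substrate mix of 0.016 mM NADPH and 2 mM alpha-KG for 80 min at room temperature; remaining NADPH was read by diaphorase/resazurin fluorescence.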
rTrxR1 inhibitor – qHTS Assay for Inhibitors of Mammalian Selenoprotein Thioredoxin Reductase 1 (TrxR1): qHTS. Thioredoxin reductase 1, cytoplasmic (Rattus norvegicus), O89049. recombinant rTrxR1, NADPH fluorescence consumption, selenite substrate. Potency, µM (top dose mostly 114 µM), inactives show at the highest dose activity change, negative = inhibition, actives largely listed as inhibitors. actives 1% (n = 390,000). AID 588453, 2011; note: potency is the fitted concentration of half-maximal effect; % is set by controls: 0 for no effect and ±100 for the full control effect; nearly all actives have a fitted effect of over 65% in size
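Rat TrxR1 (90 nM in the dispensed reagent) was pre-reduced with 400 uM NADPH for 5 min at room temperature, then incubated with compound for 15 min. After 400 uM selenite was added, NADPH fluorescence (Ex 340/Em 450 nm) was followed for 8 min.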
D2 agonist – HTS Assay for Allosteric Agonists of the Human D2 Dopamine Receptor: Primary Screen for Agonists; actives 0.53% (n = 340,000); AID 485358, 2010; D(2) dopamine receptor (Homo sapiens), P14416; HEK293 T-REx D2 cells, calcium flux agonist mode; activation, % at 2 µM;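 active = activation over 3 SD above normal in the single-dose calcium agonist read, cut at about 30% in these data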; note: 0% is about no effect
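In this primary screen, compounds producing a positive calcium signal within 180 s of addition to tetracycline-induced, force-coupled HEK293 Trex D2 cells are flagged; cells are dye-loaded with a no-wash calcium kit beforehand.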
D2 antag – HTS Assay for Allosteric Antagonists of the Human D2 Dopamine Receptor: Primary Screen for Antagonists. HEK293 TREx D2 cells, calcium flux, dopamine EC80. actives 2% (n = 340,000). inhibition, % at 10 µM. AID 485344, 2010; in the data active = inhibition above about 30%; note: 0% is about no effect
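Antagonism is scored as inhibition of an EC80 dopamine-evoked calcium signal in a force-coupled, tetracycline-inducible HEK293 T-REx D2 line, with compound present 180 s before agonist.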
TrxR1 substrate – qHTS Assay for Substrates of Mammalian Selenoprotein Thioredoxin Reductase 1 (TrxR1): qHTS. purified TrxR1 substrate turnover, NADPH consumption readout. Potency, µM (doses to about 114 µM), for inactives: at the top dose activity change, negative = substrate turnover. actives 0.01% (n = 390,000); note: potency is the fitted concentration of half-maximal effect; % is set by controls: 0 for no effect and ±100 for the full control effect; nearly all actives have a fitted effect of over 50% in size
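Rat TrxR1, dispensed at 90 nM, was prereduced with 400 uM NADPH (final) for 5 min at ~22 deg C, then incubated with compound 15 min before 400 uM selenite. A first-read NADPH fluorescence drop versus no-compound background flagged substrates.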
Pin1 inhibitor – qHTS Assay to Find Inhibitors of Pin1; Peptidyl-prolyl cis-trans isomerase NIMA-interacting 1 (Homo sapiens), Q13526; Pin1 FP peptide displacement, HiFluor488, 10 min; Potency, µM (titrated, usually from 115 µM), for inactives: at the top dose activity, negative = inhibition, usual class: inhibitors; actives 0.009% (n = 390,000); active = well fitted inhibition curve with a large enough effect in the polarisation, with a control signal flat, not every such curve was filed as active; inconclusive = small, poorly fitted or top-dose-only effect, or effect the other way, or a change in a side signal; inactive = no such curve, though single readings can be large or run the other way; the % refers to the polarisation; note: potency is the fitted concentration of half-maximal effect; % is set by controls: 0 for no effect and ±100 for the full control effect
Target sequence (Q13526 whole entry, looked up): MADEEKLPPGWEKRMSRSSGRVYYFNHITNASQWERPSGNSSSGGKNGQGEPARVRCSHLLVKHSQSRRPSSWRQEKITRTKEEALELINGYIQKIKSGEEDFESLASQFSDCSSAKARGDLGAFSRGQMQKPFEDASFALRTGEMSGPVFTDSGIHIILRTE
USP1-UAF1 inh – Inhibitors of USP1/UAF1: Primary Screen; recombinant USP1/UAF1, Ub-Rhodamine cleavage fluorescence; Potency, µM (highest dose often 57.1 µM), without a hit: at the top dose activity change, negative = inhibition, actives largely listed as inhibitors; Ubiquitin carboxyl-terminal hydrolase 1 (Homo sapiens), O94782; AID 743255, 2014; actives 0.23% (n = 390,000); note: potency is the fitted concentration of half-maximal effect; % is set by controls: 0 for no effect and ±100 for the full control effect; nearly all actives have a fitted effect of over 60% in size; inactives centre near -12
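1 nM enzyme complex + cpd, 15 min RT; start with Ub-Rho 150nM final; kinetic fluorescence ex 480/em 540, 6 reads q60 s. Buffer 50mM HEPES pH 7.8, 0.5mM EDTA, 0.1 mg/ml BSA, 1mM TCEP, 0.01% Tween-20.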
TRHR PAM – qHTS for Small Molecule Agonists and Allosteric Enhancers of Human TRH Receptor: Primary Screen for Enhancers; TRHR cells, fluo-8 calcium fluorescence, EC20 TRH enhancement; actives 0.66% (n = 360,000); enhancement, % at 2 µM; AID 493056, 2011; in the data active = enhancement above about 30%; note: 0% is about no effect
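TRHR-expressing cells loaded with fluo-8 calcium dye were read kinetically (ex 480/em 530) during compound addition, then stimulated with an EC20 of TRH (10 nM final). Enhancement of the Gq-mediated intracellular calcium response was scored.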
* marks the source's active call; other numbers are inactive results; ? = inconclusive; . = no result given; [ ] = another dose, or the depositor's remark. Unless noted, calls come from the whole dose curve; as a rule, active = well fitted inhibition curve with a large enough effect; inconclusive = small, poorly fitted or top-dose-only effect; inactive = no such curve, though single readings can be large or run the other way.

1) COc1ccccc1/C=C\C=N\NC(=O)CCn1nnc2ccccc21
2) CCOC(=O)[C@H]1[C@H]2COc3ccc(Br)cc3[C@@H]2N2C(=O)CN(C)C(=O)[C@@]12C
3) O=C(NC(=S)Nc1ccccn1)c1ccco1
4) CCC(C)Sc1ccc([C@H]2N[C@@](CC(C)C)(C(=O)OC)[C@H]3C(=O)N(C)C(=O)[C@@H]23)cc1 (stereo not given in full)
5) CCCN(CCC)CCNC(=O)c1cc2c(=O)oc3ccc(C)cc3c2s1
6) COc1ccc(C(=O)NNC2=CC(=O)CC(C)(C)C2)cc1OC
7) CC(C)(C)c1ccc(N2C(=O)CC(c3ccccc3)C2=O)cc1 (stereo not given)
8) CCCNC(=O)Nc1nc2ccccc2s1
9) CCCCNC(=O)c1nn2c(C(F)(F)F)cc(-c3ccc(OC)cc3)nc2c1Br
10) COc1ccc(CCN(C)C/C=C/c2ccccc2)cc1OC
entry no. | 1 | 2 | 3 | 4 | 5 | 6 | 7 | 8 | 9 | 10
D2 antag | -5 | . | -2 | -4 | . | -3 | 5 | 1 | -22 | -16
TRHR ag | -0.9 | . | 0.3 | -0.1 | 0.2 | -1.3 | 1.0 | 0.3 | -0.2 | 0.0
D2 agonist | -3.3 | . | -0.3 | -1.2 | 0.6 | -2.8 | 0.6 | -0.5 | 0.7 | -0.4
TRHR PAM | -4 | . | 5 | -1 | -3 | -2 | 5 | 7 | 8 | -1
Pin1 inhibitor | 1% | -9% | 3% | 4% | -1% | 0% | -2% | 1% | ? | 1%
TrxR1 substrate | -3% | -8% | -7% | -6% | 24% | -5% | -5% | 3%[57.1 µM] | 0% | 7%
USP1-UAF1 inh | -5% | -1% | -3% | ? | ? | -14% | -18% | -3% | -4% | -1%
rTrxR1 inhibitor | 8% | 4% | -15% | -4% | 14% | ? | 1% | 12%[57.1 µM] | 11% | 16%
mIDH1 inhibitor | -3% | -2% | -2% | 16% | 0% | 1% | 0% | -2% | -10% | 4%

11) Cc1cccc(COc2ccccc2C(=O)NC2CCC(O)CC2)c1 (stereo not given)
12) Cc1cccc(NC(=O)Cn2c(=O)oc3ccccc32)c1
13) Cc1cccc(C)c1NC(=S)N/N=C1\CC2CC=CC12 (stereo not given)
14) FC(F)(F)c1cnc(N2CCN(C(=S)NCc3ccccc3)CC2)c(Cl)c1
15) CCc1ccc(/C=N\n2cnnc2)cc1
16) C/C(CC(=O)Nc1ccc2c(c1)OCCO2)=N\NC(=O)c1ccc([N+](=O)[O-])cc1Cl
17) COCCNc1nc(-c2cc(C)n(CCc3ccc(OC)cc3)c2C)cs1
18) CC(C)(C)OC(=O)N(Cc1ccccc1)Cc1ccccc1OCc1ccc(NC(=O)C2CCC2)cc1
19) Cc1ccc(CNC(=O)c2ccc3c(=O)n4c(-c5ccc(C)cc5)csc4nc3c2)cc1
20) CC1CCN(S(=O)(=O)c2cc([N+](=O)[O-])ccc2Cl)CC1
entry no. | 11 | 12 | 13 | 14 | 15 | 16 | 17 | 18 | 19 | 20
D2 antag | 9 | . | 8 | -2 | 1 | 7 | -7 | . | 5 | -12
TRHR ag | -0.5 | -0.2 | -0.3 | -0.4 | -0.3 | -0.4 | 1.3 | . | -0.5 | -0.3
D2 agonist | 0.5 | . | -0.6 | 0.1 | -0.4 | 0.2 | -0.6 | . | 0.5 | -0.5
TRHR PAM | -6 | 0 | -8 | -4 | 0 | 4 | -4 | . | -2 | 5
Pin1 inhibitor | 0% | -1% | 4% | -1% | 3% | -3% | 7% | 0% | 1% | -5%
TrxR1 substrate | -2% | 3%[11.4 µM] | 2% | -1% | -1% | 5%[0.457 µM] | 2% | 6% | 43%[activator][57.1 µM] | -1%
USP1-UAF1 inh | -12% | -10% | -7% | -16% | -17% | -16% | -23% | ? | -14% | -23%
rTrxR1 inhibitor | -7% | 6%[11.4 µM] | -30%[57.1 µM] | 16% | -7% | -21% | 10% | 35%[activator] | 29%[57.1 µM] | 19%
mIDH1 inhibitor | 2% | 2% | -8% | 1% | 7% | -1% | -5% | 20% | -6% | 5%

A second format for 5 compounds above.
No.	canonical_smiles	D2 antag	TRHR ag	D2 agonist	TRHR PAM	Pin1 inhibitor	TrxR1 substrate	USP1-UAF1 inh	rTrxR1 inhibitor	mIDH1 inhibitor
13	Cc1cccc(C)c1NC(=S)N/N=C1\CC2CC=CC12 (stereo not given)	8	-0.3	-0.6	-8	4%	2%	-7%	-30%[57.1 µM]	-8%
14	FC(F)(F)c1cnc(N2CCN(C(=S)NCc3ccccc3)CC2)c(Cl)c1	-2	-0.4	0.1	-4	-1%	-1%	-16%	16%	1%
15	CCc1ccc(/C=N\n2cnnc2)cc1	1	-0.3	-0.4	0	3%	-1%	-17%	-7%	7%
16	C/C(CC(=O)Nc1ccc2c(c1)OCCO2)=N\NC(=O)c1ccc([N+](=O)[O-])cc1Cl	7	-0.4	0.2	4	-3%	5%[0.457 µM]	-16%	-21%	-1%
17	COCCNc1nc(-c2cc(C)n(CCc3ccc(OC)cc3)c2C)cs1	-7	1.3	-0.6	-4	7%	2%	-23%	10%	-5%

The listing continues:
21) COc1ccc(N(CC(=O)NCc2ccccc2OC)S(=O)(=O)c2c(C)nn(C)c2C)cc1
22) Cc1ccc(C)c(N(CC(=O)NCc2ccc3c(c2)OCO3)C(=O)CCC(=O)Nc2ccccn2)c1
23) O=[N+]([O-])c1ccc(C2=Nc3cc(Cl)ccc3OC2)cc1
24) Cc1cc(C)c(-c2csc(NC(=O)c3n[nH]c(=O)c4ccccc34)n2)c(C)c1
25) S=c1[nH]c2cc(-c3ccccc3)ccc2o1
26) Cn1c(=O)oc2cc(S(=O)(=O)NC(Cc3ccccc3)C(=O)Nc3ccc(F)cc3)ccc21 (stereo not given)
27) Cc1ccc(S(=O)(=O)N(C)c2ccc(OCC(=O)Nc3ccc(S(C)(=O)=O)cc3)cc2)cc1
28) COc1cccc(N2CC(NC(=O)c3ccco3)CC2=O)c1 (stereo not given)
29) CC(C)c1ccc(NS(=O)(=O)c2cccc3cccnc23)cc1
30) CCN(CC(=O)N1CCCC1)S(=O)(=O)c1ccccc1
entry no. | 21 | 22 | 23 | 24 | 25 | 26 | 27 | 28 | 29 | 30
D2 antag | . | -5 | -14 | -2 | 5 | . | . | . | 10 | 17
TRHR ag | 0.3 | -0.3 | 0.5 | -0.4 | -0.6 | -0.1 | . | -0.8 | 0.1 | -0.7
D2 agonist | . | -0.1 | 0.5 | 0.4 | -0.4 | -0.4 | . | -1.5 | -0.2 | -0.7
TRHR PAM | -3 | -6 | -7 | -1 | 4 | 0 | . | 3 | -4 | -2
Pin1 inhibitor | 1% | -9% | ? | 2% | ? | 15% | 6% | -16% | 0% | 0%
TrxR1 substrate | 8%[57.1 µM] | 11%[57.1 µM] | 2% | -6% | 2% | 8% | -12% | 4%[57.1 µM] | 7% | 3%
USP1-UAF1 inh | -15% | -1% | 7% | -2% | -18% | -15% | 0% | -21% | -11% | -19%
rTrxR1 inhibitor | -9%[57.1 µM] | 12%[57.1 µM] | 21% | -3% | -7% | 13% | -6% | 23%[57.1 µM] | 35% | 21%[2.29 µM]
mIDH1 inhibitor | -8% | 0% | -1% | 9% | 0% | 14% | -2% | 11% | -3% | 10%

31) O=C(CN1CCN(C(=O)c2ccccc2)CC1)Nc1ccccc1
32) Cc1ccc(-c2cc(=O)c3ccc(F)cc3[nH]2)cc1
33) CNc1nccc(-c2ccc(F)cc2)c1C#N
34) O=C(O)Cc1ccc(-n2cccc2)cc1
35) NC(N)=N/N=C/c1ccc(Br)cc1
36) CC(C)[C@H](N)C(=O)NC[C@H](CC(=O)NC[C@H]1CC[C@H](C(=O)O)CC1)c1ccc(Cl)cc1
37) O=[N+]([O-])c1ccc(-c2ccc(/C=N/Nc3nc(N4CCCC4)nc(N4CCCC4)n3)o2)cc1
38) CCOC(=O)c1c(C)[nH]c(C)c1C(=O)CN1C(=O)NC(CC(C)C)C1=O (stereo not given)
39) CC1CCc2nc(NC(=O)CN3CCN(c4ccccc4)CC3)sc2C1 (stereo not given)
entry no. | 31 | 32 | 33 | 34 | 35 | 36 | 37 | 38 | 39
D2 antag | -27 | 0 | -5 | 37* | 7 | -10 | 4 | -8 | -6
TRHR ag | -1.7 | -0.9 | -0.7 | 0.2 | 0.8 | -0.2 | 18 | -0.2 | -0.3
D2 agonist | -1.6 | 0.1 | -2.9 | -0.5 | 4.0 | -3.6 | 8.7 | 0.1 | 1.0
TRHR PAM | -4 | 4 | -5 | -7 | 3 | 6 | -7 | 5 | 6
Pin1 inhibitor | 0% | 1% | -8% | -13% | -2% | 2% | ? | 7% | -1%
TrxR1 substrate | 3% | 14%[57.1 µM] | 69%[activator] | 3% | 2% | 8% | 4% | -1% | -4%
USP1-UAF1 inh | ? | -18% | -11% | -10% | -11% | -28% | ? | 3% | -26%
rTrxR1 inhibitor | 10% | 18%[57.1 µM] | 1% | 9% | 28% | 23% | 36%[activator] | 2% | 5%
mIDH1 inhibitor | -9% | 13% | -7% | -6% | -7% | -9% | -4% | -3% | 7%

A portion of the library (hit frequency here may not be typical).
